Screens: PubChem BioAssay, several laboratories
PG9 binder – binds the HIV-1 gp120 antibody PG9; 360,000 tested, 0.43% active; inhibition, % at 6.7 µM; TR-FRET gp120-PG9 antibody binding; AID 624416; in the data active means inhibition above about 8.5%
TCR CD3 inh – inhibitors of human TCR-CD3 interaction; TAMRA-labeled TCR probe fluorescence, biochemical; inhibition, % at 9.4 µM; 360,000 tested, 0.37% active; AID 651800; in the data active means inhibition above about 19%;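 further: recombinant mutant TCR 2C K166C tagged with TAMRA read by polarization; 0% = receptor in buffer alone and 100% = receptor with positive control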
SIAE inh – human SIAE inhibition, primary screen; Q9HAT2; SIAE FP-Rh probe binding, fluorescence polarization; inhibition, % at 9.66 µM; 370,000 tested, 0.69% active; AID 1053197;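 active means inhibition above a cutoff: mean of compounds within the control limits plus 3 SD of those, cut at about 17% in these data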;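 further: 0% = plate median of compound wells and 100% = probe without SIAE protein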
ABHD4 inh – ABHD4 (mouse) inhibition, primary FP screen. 370,000 tested, 0.54% active. AID 720543. inhibition, % at 8.92 µM. Q8VD66. purified mABHD4, FP-Rh probe fluorescence polarization;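 active means inhibition exceeding the mean over every tested compound plus 3 SD, cut at about 30% in these data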;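 further: 0% = plate median of compound wells and 100% = S159A mutant with DMSO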
Target sequence (Q8VD66 whole entry, looked up): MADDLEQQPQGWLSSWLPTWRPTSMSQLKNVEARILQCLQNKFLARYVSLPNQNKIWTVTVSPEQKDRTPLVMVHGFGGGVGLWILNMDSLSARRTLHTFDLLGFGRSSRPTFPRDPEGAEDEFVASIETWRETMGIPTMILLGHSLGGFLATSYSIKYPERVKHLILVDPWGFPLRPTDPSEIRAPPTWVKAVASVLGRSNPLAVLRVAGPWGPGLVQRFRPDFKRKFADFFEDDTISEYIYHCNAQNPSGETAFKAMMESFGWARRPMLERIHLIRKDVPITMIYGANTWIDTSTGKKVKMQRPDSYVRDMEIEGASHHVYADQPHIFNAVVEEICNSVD
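system = mouse ABHD4 enzyme, wild type | medium = HEPES pH 7.0, NaCl, Pluronic buffer | also added = FP-Rh probe | incubation = Enzyme–compound pre-incubation 45 min, then probe 60 min, both 25 °C | technique = fluorescence polarization, excitation 525 nm, emission 598 nm, BODIPY TMR filters | controls = S159A mutant high control, sample median low control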
LEDGF integ inh – blocks HIV-1 LEDGF/p75-dependent DNA integration | 370,000 tested, 0.64% active | TR-FRET IN-LEDGF/p75 DNA integration, Eu/Cy5 | inhibition, % at 3.7 µM;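 active means inhibition above the screen-wide mean plus 3 SD, cut at about 13% in these data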;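 further: signal is the Cy5 over europium emission ratio at 671 and 618 nm; 0% = plate median of compound wells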
HTRA1 inhibitor – blocks human HTRA1 serine peptidase | recombinant HTRA1, FP-rhodamine activity-based probe, fluorescence polarization | inhibition, % at 5.96 µM | 340,000 tested, 0.5% active; in the data active means inhibition above about 36%;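 further: 0% = enzyme with DMSO and 100% = wells lacking enzyme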
TDP2 inh – TDP2 (human) inhibition, absorbance primary screen | O95551 | recombinant TDP2, T5PNP hydrolysis, p-nitrophenol absorbance 415 nm | inhibition, % at 12.8 µM | 370,000 tested, 0.34% active | AID 720702;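 active means inhibition above the mean of all tested compounds plus 3 SD, set per campaign, cut at about 25% in these data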;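 further: 0% = DMSO with enzyme and 100% = buffer with substrate but no TDP2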
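System: recombinant human TDP2 / Amount: 120 nM TDP2 per well / Also added: 5 mM T5PNP chromogenic substrate / Doses: 12.8 µM single point, 1% DMSO / Incubation: 2 h at 37 °C / Detection: p-Nitrophenol epi absorbance / Evaluation: % inhibition relative to enzyme-containing and enzyme-free wells / Repeats: singlicate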
PRMT1 FP inh – blocks human protein arginine methyltransferase 1; recombinant PRMT1, activity-based probe fluorescence polarization; Q99873; inhibition, % at 2.79 µM; 370,000 tested, 1.3% active;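 active means inhibition above about 21% made by adding two undisclosed values, limit read from the data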
rCAG binder – binds r(CAG) RNA repeats | r(CAG) RNA repeat, TO-PRO-1 dye displacement fluorescence | 370,000 tested, 1.3% active | inhibition, % at 3 µM;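 active means inhibition above the plate cutoff, the mean of all test compounds on that plate plus 3 SD, cut at about 35% in these data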;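 further: 0% = DMSO alone and 100% = 100 µM mitoxantrone as full dye displacement; higher means more dye released from RNA so lower well fluorescence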
NR1D1 modulator – modulators of human Rev-erb alpha DNA binding; P20393; activity, % at 10 µM; 370,000 tested, 0.79% active; Rev-erbα–FITC-DNA binding, fluorescence polarization, 90 min;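 active means activity above about 14%, limit read from the data; passing the limit was not always enough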;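 further: 0% = DMSO wells with 35 nM protein and 100% = DMSO wells with 750 nM protein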
Target sequence (P20393 whole entry, looked up): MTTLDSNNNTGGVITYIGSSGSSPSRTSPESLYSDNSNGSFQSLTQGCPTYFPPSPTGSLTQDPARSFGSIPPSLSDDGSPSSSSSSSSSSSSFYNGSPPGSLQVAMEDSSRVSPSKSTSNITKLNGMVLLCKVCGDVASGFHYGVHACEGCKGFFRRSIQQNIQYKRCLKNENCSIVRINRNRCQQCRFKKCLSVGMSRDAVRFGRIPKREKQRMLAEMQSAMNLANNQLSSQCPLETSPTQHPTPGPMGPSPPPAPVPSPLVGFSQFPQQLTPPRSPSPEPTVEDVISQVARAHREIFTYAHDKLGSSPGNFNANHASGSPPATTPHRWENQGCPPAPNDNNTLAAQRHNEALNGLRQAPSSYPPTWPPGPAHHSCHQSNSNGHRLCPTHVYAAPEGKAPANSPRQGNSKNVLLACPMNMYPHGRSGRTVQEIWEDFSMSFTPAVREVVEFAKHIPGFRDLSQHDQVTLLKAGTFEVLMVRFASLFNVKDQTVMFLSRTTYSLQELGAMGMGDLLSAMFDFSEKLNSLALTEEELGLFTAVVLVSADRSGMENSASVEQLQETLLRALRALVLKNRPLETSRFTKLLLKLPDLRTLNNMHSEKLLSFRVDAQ
Numbers without * were called inactive; / = no result given.

The first four entries (preview)
Order of results: ABHD4 inh	rCAG binder	NR1D1 modulator	SIAE inh	TCR CD3 inh	HTRA1 inhibitor	LEDGF integ inh	PRMT1 FP inh	TDP2 inh	PG9 binder
#1 O=C1CC(N2CCC(C(=O)N3CCCCC3)CC2)C(=O)N1 (stereo unspecified)
→ -5.4	-0.2	-1.9	3.0	-2.3	0.7	0.2	61.8*	-8.8	2.7
#2 COc1ccc(NC(=O)C2(C)CCN2C(=O)C(C)C)cc1F (stereo unspecified)
→ 2.9	-0.5	-2.4	-2.5	-0.3	/	-7.8	1.4	-2.3	-0.5
#3 Cc1ccc(NCC(=O)Nc2ccc(Br)cc2)cc1F
→ -16.5	3.9	-4.9	-3.1	-5.6	-28.9	1.4	3.0	-9.2	-0.7
#4 Cc1ccc(OCC(=O)Nc2ccc(O)c(C(=O)O)c2)cc1C
→ -3.0	12.4	-2.3	3.4	1.4	2.6	0.5	3.3	-2.2	0.1

The listing, from the start:
Order of results: ABHD4 inh	rCAG binder	NR1D1 modulator	SIAE inh	TCR CD3 inh	HTRA1 inhibitor	LEDGF integ inh	PRMT1 FP inh	TDP2 inh	PG9 binder
#1 O=C1CC(N2CCC(C(=O)N3CCCCC3)CC2)C(=O)N1 (stereo unspecified)
→ -5.4	-0.2	-1.9	3.0	-2.3	0.7	0.2	61.8*	-8.8	2.7
#2 COc1ccc(NC(=O)C2(C)CCN2C(=O)C(C)C)cc1F (stereo unspecified)
→ 2.9	-0.5	-2.4	-2.5	-0.3	/	-7.8	1.4	-2.3	-0.5
#3 Cc1ccc(NCC(=O)Nc2ccc(Br)cc2)cc1F
→ -16.5	3.9	-4.9	-3.1	-5.6	-28.9	1.4	3.0	-9.2	-0.7
#4 Cc1ccc(OCC(=O)Nc2ccc(O)c(C(=O)O)c2)cc1C
→ -3.0	12.4	-2.3	3.4	1.4	2.6	0.5	3.3	-2.2	0.1
#5 CC1CN(C2=CC(=O)CCC2)CC(C)O1 (stereo unspecified)
→ 1.6	0.5	-6.8	3.8	-3.2	12.2	-3.5	5.3	5.1	-2.3
#6 CCC(C)C(NC(=O)C1CCC(C)CC1)C(=O)Nc1ccc(OC)cc1 (stereo unspecified)
→ 7.3	-0.5	-5.0	2.9	-1.3	2.4	0.2	-1.7	7.0	-1.3
#7 Cc1ccc(S(=O)(=O)N2CCN(S(C)(=O)=O)C2C)cc1 (stereo unspecified)
→ 0.0	2.4	2.5	2.9	-5.7	-2.1	-3.3	3.0	0.2	-0.7
#8 CCCOc1ccc(N2C(=O)CC(NCc3cccnc3)C2=O)cc1 (stereo unspecified)
→ -2.6	-1.4	3.9	4.3	1.8	6.5	-0.5	18.8	15.3	-2.8
#9 COC(=O)C1=C(C)N(Cc2ccco2)C(=O)/C1=C\c1ccc(N(C)C)cc1
→ -1.0	-0.1	9.2	-28.8	11.4	3.8	0.7	-2.8	-2.4	-1.3
#10 Cn1nccc1C(=O)Nc1cc(Cl)ccc1Cl
→ 1.3	2.0	-7.9	6.1	6.7	/	-0.6	-2.6	6.9	0.5
#11 CCOC(=O)c1sc2nc(SCC(=O)NCc3ccco3)n(Cc3ccccc3)c(=O)c2c1C
→ 0.9	1.8	-0.8	-0.9	-0.8	0.8	-2.9	1.6	5.1	1.5
#12 CC(Oc1ccc(Cl)cc1Cl)C(=O)Nc1ccc(O)cc1 (stereo unspecified)
→ -17.7	-0.2	-0.1	-10.3	1.7	3.0	1.7	-3.9	-21.2	-4.3
#13 COc1ccc(C2CC(C(C)(C)C)=NN2c2ccc(S(N)(=O)=O)cc2)cc1 (stereo unspecified)
→ -13.2	3.9	-0.1	2.5	2.1	-11.3	-0.6	-2.7	0.7	-0.9
#14 Cc1ccc(NC(=O)c2c(C)nc(Nc3nc4ccccc4o3)nc2C)cc1
→ 2.2	-0.8	5.2	-1.3	2.0	-5.4	-0.5	-2.7	-2.5	0.0
#15 COc1ccc(C2CC3(CC(C)(C)NC(SC)=N3)Oc3cc(O)cc(C)c32)cc1 (stereo unspecified)
→ 4.8	-1.9	-5.8	-1.2	1.1	-5.8	1.0	-0.6	0.0	-0.3
#16 O=C(Cn1cc(COc2ccc(Cl)c(Cl)c2)nn1)NS(=O)(=O)c1ccccc1OC(F)(F)F
→ -3.9	61.7*	9.7	-4.5	-1.4	/	-1.7	3.2	2.0	0.6
#17 CCCC(=O)NC1=C(Cl)C(=O)c2ccccc2C1=O
→ 9.9	1.0	-0.4	-1.3	-3.8	1.7	3.8	95.0*	26.4*	1.6
#18 O=C(COC(=O)Cc1c[nH]c2ccccc12)Nc1ccc(Cl)cc1
→ -3.2	-0.6	0.1	4.0	-2.8	0.7	-1.1	-2.5	-8.2	-0.1
#19 CC(=O)c1ccccc1C(=O)N1CCC(CCC(=O)NCc2ccc(F)cc2)CC1
→ 0.1	1.3	-9.8	3.3	-1.7	0.0	-0.9	-2.3	-4.5	1.8
#20 CCOc1ccccc1NC(=O)NCCC1=CCCCC1
→ 1.3	-3.6	0.9	-2.3	0.2	-3.6	-2.7	-1.6	-1.3	-1.2
#21 Cc1ccc(NC(=O)COC(=O)Cc2cccs2)c(Br)c1
→ 6.6	-2.6	2.1	-0.7	8.3	-5.9	3.4	0.6	13.4	0.5
#22 CC(CNC(=O)c1ccc(Br)o1)NC(=O)c1ccc(Br)o1 (stereo unspecified)
→ 2.0	3.7	3.0	-2.0	1.6	0.9	-1.9	7.4	-10.7	2.1
#23 Cc1cc(-c2ccccc2)nc(N2CCC(C(=O)NC34CC5CC(CC(C5)C3)C4)CC2)n1
→ 7.6	-2.5	10.6	-2.1	-0.9	9.8	0.6	-1.8	1.0	-1.3
#24 Cc1c(C(=O)/C=C/N(C)C)nnn1-c1ccc(F)c(Cl)c1
→ -2.8	7.0	-3.2	-4.5	2.6	/	-5.1	-0.7	-4.2	-1.5
#25 COC(=O)[C@@H](NC(=O)NCCC1=CCCCC1)C(C)C
→ -5.0	-5.3	-3.4	-1.5	-0.4	4.8	-0.4	1.0	1.6	0.2
#26 O=C(O)c1ccccc1C(=O)N(c1ccccc1)c1ccccc1
→ -0.1	-0.3	-4.4	6.6	-7.3	-0.7	0.8	-1.0	5.2	-2.0
#27 O=C(COc1ncnc2cc([N+](=O)[O-])ccc12)NC(=O)NC1CCCCC1
→ 3.2	7.0	-1.4	-8.3	4.9	1.7	7.0	-1.6	-10.3	-2.6
#28 CCN(CC(=O)Nc1ccc(Cl)c(S(=O)(=O)N(C)C)c1)CC(=O)NC(C)C
→ 2.8	-3.6	-5.4	9.0	7.0	5.7	-10.6	-3.5	-7.2	-1.9
#29 FC(F)Oc1ccc(NC(=S)N2CCc3ccccc32)cc1
→ -4.2	3.3	2.1	1.2	2.8	-6.0	0.6	2.9	-12.3	-2.6
#30 CC(=O)c1cccc(N=C2C(=O)Nc3ccccc32)c1
→ -0.2	6.7	-0.7	-1.2	-3.9	1.3	0.1	1.2	1.6	-3.8
#31 COc1cc(/C=N/O)cc(Br)c1OCC(=O)NCc1ccccc1
→ -7.3	-2.4	10.9	11.2	0.1	-10.9	0.8	-3.7	7.5	-1.4
#32 CC1C(=NO)C(C)C(c2ccccc2)NC1c1ccccc1 (stereo unspecified)
→ 7.1	-4.6	-1.6	0.0	2.4	-0.1	-0.5	-1.3	-10.3	-0.7
#33 CCCCn1c(N)c(N(CCC(C)C)C(=O)C2CC(=O)N(c3ccc(OC)cc3OC)C2)c(=O)[nH]c1=O (stereo unspecified)
→ -2.8	-6.7	-1.1	4.7	-6.3	7.9	-1.0	6.2	-3.8	2.6
#34 OCc1nc2ccccc2n1CCCCOc1ccccc1
→ -1.6	-1.9	-0.9	3.3	5.5	0.4	-0.5	-2.7	17.3	-1.2
#35 O=C(CNC(=O)c1ccc(Cl)cc1)OCC(=O)c1ccc2c(c1)OCCO2
→ -3.2	7.5	4.0	-2.0	6.9	-4.7	3.5	-1.7	2.5	-1.1
#36 O=C1c2ccccc2NC(c2ccc(Br)o2)N1O (stereo unspecified)
→ 3.0	2.7	-1.0	10.0	2.7	-0.6	-1.4	19.1	5.5	-1.3
#37 COc1ccc(/C=C(\C)c2nc(C)c(-c3ccccc3)c(=O)[nH]2)cc1
→ -3.8	-3.3	-1.1	1.6	2.8	-2.7	-3.6	-2.2	-3.6	2.0
#38 CS(=O)(=O)N(CC(=O)N1CCC(C(N)=O)CC1)C1CCCCC1
→ 4.6	-2.6	-0.8	6.8	2.1	0.4	-1.0	-0.6	3.0	-0.9
#39 Cc1cccc(NC(=O)CN2C(=O)NC(C)(c3ccc4c(c3)OCO4)C2=O)c1 (stereo unspecified)
→ -3.5	1.1	-5.0	0.0	5.5	-0.7	-3.5	1.1	-7.6	0.5
#40 O=C(Nc1ccccc1F)C(=Cc1sc(N2CCOCC2)nc1-c1ccccc1)C(=O)Nc1ccccc1F
→ -2.7	-1.5	3.2	-0.9	-2.1	-1.2	-3.4	-0.8	-1.2	-1.6
#41 CC1OC(C)(C)OC1C1CNc2nc(NC(=O)C(C)(C)C)[nH]c(=O)c2N1C(=O)c1cccnc1 (stereo unspecified)
→ 3.6	-0.1	-5.0	16.4	-0.8	-1.7	0.3	-0.3	4.1	0.7
#42 CCCCOc1nc2ccccc2nc1C(C#N)C(=O)NC1CCCCC1 (stereo unspecified)
→ -1.1	3.9	-3.3	0.5	5.6	5.1	1.3	0.8	5.3	-1.9
#43 Cc1oc(-c2ccccc2)cc1C(=O)Nc1ccc(N(C)C)cc1
→ 18.1	-0.7	1.2	9.8	3.1	6.6	-2.5	2.7	-0.6	-3.0
#44 CCOC(=O)C1CCN(CCC(=O)Nc2cccc(Cl)c2)CC1
→ -3.5	-6.2	1.4	-6.6	6.3	-3.5	-0.9	-2.4	-6.7	1.3
#45 CC(C(=O)Nc1ccc(C(=O)O)cc1)N1C(=O)c2ccccc2C1=O (stereo unspecified)
→ -0.1	-0.7	-3.8	10.4	-3.1	-3.9	3.2	-2.4	-0.6	0.7
#46 COc1cccc(-c2cnc3c(NC(C)=O)cc(-c4cccc(C(=O)NCCN(C)C)c4)cn23)c1
→ -4.6	5.3	6.6	-10.2	-4.2	/	3.4	-5.3	5.2	-1.7
#47 COc1ccc(CCNC(=O)CCS(=O)(=O)c2ccc3c(c2)NC(=O)CO3)cc1OC
→ 0.2	-5.5	0.4	2.5	-2.5	3.5	-4.7	3.5	7.2	-0.7
#48 O=C(c1cccc(Cl)c1)C1CCCN(C(=O)c2ccoc2)C1 (stereo unspecified)
→ 1.2	-5.3	1.8	1.2	8.7	-0.6	0.3	-3.1	6.9	-2.2
#49 CCCCOc1ccccc1C(=O)NCCCC(=O)O
→ 4.3	-4.8	0.0	-3.9	-6.7	1.8	-4.2	1.7	0.3	1.2
#50 O=C1NNC(=O)C1c1ccccc1
→ 3.4	6.1	0.5	0.0	34.8*	5.8	10.1	1.4	3.8	1.1
#51 CCOc1ccccc1NS(=O)(=O)c1ccc(-c2cnc(C3CC3)o2)cc1
→ -12.7	2.5	-2.3	3.0	1.2	-17.1	1.1	-0.9	1.3	0.1
#52 Cc1ccc(S(=O)(=O)c2c[nH]c3cc4c(cc3c2=O)OCO4)cc1
→ 6.0	3.2	3.6	1.6	4.1	/	-2.2	3.6	26.1*	-0.1

A portion of the library; count on the stated rates, not on these rows.
